SKN-1 block – suppressors of acrylamide-induced Pgst-4::GFP reporter in worms, primary screen, SKN-1 inhibitor project, whole organism, uHTS, GFP/RFP fluorescence ratio, strain VP596; C. elegans VP596 Pgst-4::GFP/RFP ratio, 24 h; inhibition, % at 21.8 µM; actives 0.49% (n = 360,000);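 active = interference check ratio from 0.5 to 1.5 plus GFP to RFP signal ratio inhibition reaching or exceeding a fixed threshold, cut at about 30% in these data, passing the limit was not always enough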; also: some compounds called inactive have numbers as strong as hits
Scp1 inh – Scp-1 phosphatase inhibitors, primary screen, biochemical, colorimetric, uHTS; Carboxy-terminal domain RNA polymerase II polypeptide A small phosphatase 1 (Homo …; Recombinant Scp1, phosphopeptide, malachite green phosphate absorbance; inhibition, % at 20 µM; actives 0.88% (n = 340,000); AID 493091, 2011;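 active = inhibition above about 50% at 20 µM, limit read from the data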;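 also: plate controls were DMSO wells with enzyme for no effect and wells lacking enzyme for full effect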
Target sequence (Q9GZU7 76-261 limits assumed): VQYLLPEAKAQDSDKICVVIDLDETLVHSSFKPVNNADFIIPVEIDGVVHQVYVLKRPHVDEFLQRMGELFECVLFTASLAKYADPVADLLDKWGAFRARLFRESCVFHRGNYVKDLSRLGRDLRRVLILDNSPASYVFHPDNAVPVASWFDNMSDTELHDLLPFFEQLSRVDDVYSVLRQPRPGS
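Test system: SCP-1 phosphatase catalytic domain, residues 76-261; measured by: colorimetric phosphate reagent with accelerator and stabiliser, absorbance at 630 nm; timing: enzyme reaction 45 min at room temperature, colour 5 min, stabilisation 30 min; also added: Phosphorylated 17-residue peptide substrate; compound dosing: one concentration, 20 µM, with 1.0% DMSO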
LMPTP block – LMPTP phosphatase inhibitors, primary screen, biochemical, fluorescence intensity, uHTS. inhibition, % at 20 µM. actives 0.22% (n = 360,000). recombinant LMPTP-A, OMFP fluorogenic substrate;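 active = compounds that cut the enzyme signal by at least half of the control window in the single-dose screen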;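 also: plate controls were DMSO wells with enzyme plus substrate for no effect and substrate without enzyme for full effect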
Target sequence (P24666 whole entry, looked up): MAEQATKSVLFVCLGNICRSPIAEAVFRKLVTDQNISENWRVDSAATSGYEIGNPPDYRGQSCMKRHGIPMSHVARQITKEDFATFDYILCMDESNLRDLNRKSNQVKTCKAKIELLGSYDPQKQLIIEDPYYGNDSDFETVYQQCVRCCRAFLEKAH
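Buffer or medium: Bis-Tris pH 6.0, DTT, detergent; Assay system: LMPTP-A enzyme; Quantity: 0.625 nM enzyme; Detection: endpoint fluorescence intensity; Times: 50 min dark incubation at room temperature; Controls: substrate-only low control, DMSO enzyme-plus-substrate high control; Doses: single 20 µM dose; Read-out: percent inhibition versus substrate-only and uninhibited controls; Reagent: 400 µM OMFP.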
CendR NRP1 mod – modulators of CendR peptide binding to NRP-1, primary screen, biochemical, fluorescence polarization, uHTS; inhibition, % at 25 µM; actives 0.85% (n = 360,000); FAM-RPARPAR peptide binding to NRP-1; Neuropilin-1 (Homo sapiens), O14786;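 active = inhibition or corrected inhibition above about 18%, plus a signal ratio from 0.5 to 1.5, limit read from the data, passing the limit was not always enough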; also: strong numbers were not always called active
DNMT1 inh – human DNMT1 methyltransferase inhibitors, primary screen, biochemical, molecular beacon, fluorescence, HinP1I cleavage, uHTS. DNA (cytosine-5)-methyltransferase 1 (Homo sapiens), P26358. inhibition (reported as % activation of signal), % at 10 µM. actives 0.83% (n = 360,000); in the data active = inhibition above about 50%
SUMO1 PPI mod – modulators of SUMO1 protein-protein interactions, primary screen, biochemical, uHTS; Small ubiquitin-related modifier 1 (Homo sapiens), P63165; AID 602429, 2012; actives 0.33% (n = 360,000); SUMO1 binding to a labelled peptide, TR-FRET, 1 h; inhibition, % at 20 µM; in the data active = inhibition above about 37%
Target sequence (P63165 whole entry, looked up): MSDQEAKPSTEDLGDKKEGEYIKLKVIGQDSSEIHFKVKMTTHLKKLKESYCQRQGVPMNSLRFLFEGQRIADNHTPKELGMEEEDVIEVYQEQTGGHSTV
STEP inh – STEP phosphatase inhibitors, primary screen, biochemical, fluorescence intensity, uHTS. inhibition, % at 20 µM. recombinant STEP, OMFP fluorogenic substrate. AID 588621, 2011. actives 0.25% (n = 360,000);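 active = inhibition at 20 µM, scaled per plate between control wells, above about 37%, limit read from the data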;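 also: 0% = DMSO with enzyme and substrate and 100% = substrate only without enzyme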
Target sequence (P54829 whole entry, looked up): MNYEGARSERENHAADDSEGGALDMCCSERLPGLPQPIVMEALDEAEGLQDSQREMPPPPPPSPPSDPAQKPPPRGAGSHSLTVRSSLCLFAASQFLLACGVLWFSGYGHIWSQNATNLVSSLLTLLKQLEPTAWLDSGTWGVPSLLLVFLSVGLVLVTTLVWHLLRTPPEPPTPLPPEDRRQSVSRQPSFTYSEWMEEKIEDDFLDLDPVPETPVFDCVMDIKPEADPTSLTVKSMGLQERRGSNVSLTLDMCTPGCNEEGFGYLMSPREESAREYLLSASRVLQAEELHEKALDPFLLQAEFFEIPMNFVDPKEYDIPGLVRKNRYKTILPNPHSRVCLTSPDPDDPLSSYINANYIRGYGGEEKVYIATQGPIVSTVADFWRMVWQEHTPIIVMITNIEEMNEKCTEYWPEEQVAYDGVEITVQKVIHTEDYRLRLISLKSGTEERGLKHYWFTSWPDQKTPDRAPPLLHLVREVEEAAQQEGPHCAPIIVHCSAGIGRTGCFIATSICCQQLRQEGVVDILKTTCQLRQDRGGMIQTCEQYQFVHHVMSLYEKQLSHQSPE
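material = STEP tyrosine phosphatase | reagent = fluorogenic phosphatase substrate OMFP at 25 µM final | doses = single compound dose of 20 µM, 1% DMSO final | schedule = 20 min reaction, room temperature, in the dark | measured by = fluorescence, 480/540 nm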
NadD inh – inhibitors of S. aureus NadD, primary screen, biochemical, colorimetric, uHTS | actives 0.78% (n = 360,000) | inhibition, % at 20 µM | purified NadD enzyme, colorimetric absorbance read-out | AID 602399, 2012; in the data active = inhibition above about 26%; also: some compounds past the cut are filed as inactive
Neddylation inh – inhibitors of cullin neddylation, primary screen, biochemical, TR-FRET, uHTS, NAE and Ubc12; calls only at 25 µM; actives 0.58% (n = 360,000); NEDD8-conjugating enzyme Ubc12 (Homo sapiens) + NEDD8-activating enzyme E1 regulatory …; in the data active = inhibition above about 36%
Tb MetRS inh – T. brucei MetRS inhibitors, primary screen, biochemical, luminescence; purified T. brucei MetRS, ATP depletion, Kinase-Glo luminescence; inhibition, % at 11.9 µM; actives 0.4% (n = 360,000);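 active = inhibition above a per-plate cutoff of the control wells' mean inhibition plus 3 SD, cut at about 5.5% in these data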;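 also: 0% = DMSO wells median and 100% = median of wells with control inhibitor compound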
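Material – parasite MetRS enzyme · Medium – HEPES-MgCl2-KCl buffer plus DTT, spermine, BSA, pyrophosphatase · Reagent – ATP, methionine and E. coli bulk tRNA substrates · Times – 15 min enzyme-compound preincubation, 2 h reaction, 10 min detection, 25 °C · Measured by – luminescence of leftover ATP · Evaluation – percent inhibition relative to median high and low control wells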
Numbers without * were called inactive; i = inactive; / = no result given; + = active, no number.

cpd | SMILES | SKN-1 block | Scp1 inh | LMPTP block | CendR NRP1 mod | DNMT1 inh | SUMO1 PPI mod | STEP inh | NadD inh | Neddylation inh | Tb MetRS inh
1 | COc1ccc(NC(=O)C2OCCc3ccccc32)c(OC)c1 (stereo unspecified) | -23 | 1 | 0.6 | 2 | -2 | 1 | -2 | -5 | i | -2.1
2 | O=C(/C=C/c1ccco1)NCc1ccccn1 | 9 | -3 | -0.8 | 0 | 1 | -7 | -3 | 1 | i | 0.0
3 | O=C(NCC1CCN(C(=O)c2ccc([N+](=O)[O-])cc2)CC1)c1ccc([N+](=O)[O-])cc1 | 16 | -5 | -2.1 | 12 | -2 | -32 | -2 | 1 | i | -0.3
4 | CC1(c2nnc(-c3ccc(Cl)cc3)o2)CC(c2ccc([N+](=O)[O-])cc2)=NO1 (stereo unspecified) | -2 | -8 | -0.3 | -6 | -2 | -8 | 0 | -8 | i | -0.1
5 | CN(C)S(=O)(=O)c1cccc(COC(=O)CCNC(=O)c2ccc([N+](=O)[O-])cc2)c1 | 4 | 0 | 2.7 | 0 | -8 | -30 | -1 | 3 | i | -0.4
6 | COc1ccc(OCC(=O)NNC(=O)c2ccc(-c3ccccc3)cc2)cc1 | -5 | 70* | 21 | 3 | 60* | 4 | 16 | 6 | i | -1.4
7 | CC(C)c1ccc(OCC(=O)N2CCN(C(=O)c3ccco3)CC2)cc1 | 6 | -7 | -0.7 | 9 | 1 | 0 | -3 | -1 | i | -0.1
8 | O=C(COc1ccccc1Cc1ccccc1)Nc1cccnc1 | -16 | -2 | 0.4 | -6 | -5 | 6 | -4 | -2 | i | -0.1
9 | COc1ccccc1CN1CCN(C(=O)c2cccc3ccccc23)CC1 | 3 | -7 | -1.1 | 10 | 0 | -7 | 0 | 5 | i | -0.4
10 | O=S1(=O)NC(=NCCOCCO)c2ccccc21 | 12 | 8 | 0.0 | 6 | 1 | -2 | -5 | -2 | i | 0.1
11 | COc1cc(C(=O)NCC(c2cccs2)N2CCOCC2)c([N+](=O)[O-])cc1OC (stereo unspecified) | 19 | -5 | 0.1 | -6 | -5 | -6 | 1 | 0 | i | -0.4
12 | CC(C)(C)OC(=O)CC12CCCCC1NC(=O)O2 (stereo unspecified) | -5 | -11 | -1.1 | 6 | 4 | 7 | -2 | -3 | i | -0.3
13 | N/C(=N\OC(=O)c1ccc2ccccc2c1)c1ccc(Br)cc1 | -4 | -6 | -1.5 | 5 | 19 | 14 | 2 | 5 | i | 0.8
14 | CCc1nc(SCc2ccc(Cl)cc2)n[nH]1 | -2 | 1 | -0.8 | 4 | -1 | -1 | -2 | 1 | i | -0.2
15 | Cc1ccc(C(=O)/C=C/N(C)C)o1 | 12 | 7 | 3.6 | 14 | -1 | -2 | 3 | -5 | i | -0.4
16 | COC(=O)c1ccc2nc(-c3ccc(Cl)cc3)c(CC3CCCCC3)n2c1 | 9 | / | 3.9 | -17 | / | 5 | / | 11 | / | -1.3
17 | CCNC(=O)C1CCCN(C(=O)c2ccccc2OC(F)(F)F)CC1 (stereo unspecified) | -3 | / | 0.3 | -1 | 5 | 29 | 2 | -3 | i | -0.2
18 | CCOc1ccccc1CNS(=O)(=O)c1csc(C(N)=O)c1 | -9 | -6 | -1.9 | 2 | 1 | 2 | -1 | -5 | i | 0.0
19 | O=C(NCc1ccncc1)C(=O)NCC(c1ccco1)N1CCN(c2ccccc2F)CC1 (stereo unspecified) | 2 | 1 | -1.8 | 1 | 1 | -4 | -1 | -3 | i | -0.2
20 | COC(=O)C1=C(C)NC(=S)N(C(C)=O)C1c1ccccc1 (stereo unspecified) | 0 | -5 | -1.1 | -12 | 6 | 1 | -3 | 0 | i | -1.5
21 | Cc1ccc(C(CC(=O)N2CCCCC2)c2ccccc2)c(O)c1C (stereo unspecified) | -20 | -19 | 1.0 | -2 | 0 | 5 | 3 | -7 | i | -0.3
22 | COc1ccc(CNC(=O)C[C@H]2C[C@H](C(=O)N3CCOCC3)[C@@]3(C)c4[nH]c5ccc(Cl)cc5c4CCN3C2=O)cc1OC | -2 | -1 | -0.4 | 5 | 1 | 2 | -1 | -1 | i | -1.1
23 | CC(=O)Nc1ccc(-c2csc(NNC(=O)c3ccc(C)cc3)n2)cc1 | -9 | -11 | 1.2 | -12 | -18 | 5 | 2 | 2 | i | 0.6
24 | O=C(c1cc(-c2cccc(Cl)c2)on1)N1CCc2ccccc2C1 | -9 | -5 | -0.1 | 10 | 1 | 6 | -6 | -10 | i | -1.4
25 | CC(=O)c1cnn(-c2c(Cl)cc(Cl)cc2Cl)c1C | 1 | -27 | -1.6 | -3 | 3 | 0 | 1 | -9 | i | -0.1
26 | Cc1ccc(-c2csc(NC(=O)CN3CCOCC3)n2)cc1C | 0 | -5 | -0.6 | -5 | 0 | 14 | -1 | 0 | i | -1.1
27 | C[C@H](CO)N1C[C@H](C)[C@@H](CN(C)S(C)(=O)=O)Oc2ccc(NS(=O)(=O)c3cn(C)cn3)cc2C1=O | 13 | 13 | -3.7 | -11 | 3 | 5 | 2 | -3 | i | -1.0
28 | O=[N+]([O-])c1ccc(N2CCN(Cc3ccccc3)CC2)c2c1no[n+]2[O-] | 4 | / | 9.7 | -20 | 2 | -58 | -2 | 2 | i | -0.1
29 | COc1ccc(CCNC(=O)COC(=O)c2cc(OC)c(OC)cc2OC)cc1OC | 12 | -3 | -0.2 | 5 | -2 | 0 | -3 | -6 | i | -0.1
30 | Cc1nc(C)c(-c2ccccc2)c(=O)[nH]1 | 4 | -2 | 0.3 | -4 | 2 | 0 | -2 | 3 | i | -0.5
31 | CCOC(=O)CC1=CCc2c1ccc(OC)c2OC | 0 | -10 | -1.2 | 12 | 5 | -13 | -2 | -4 | i | -0.4
32 | COc1ccc(C(C)(O)c2nc(-c3cccc(C(=O)O)c3)cs2)cc1 (stereo unspecified) | 4 | / | -0.6 | 1 | 4 | 2 | -1 | -1 | i | 0.4
33 | C[C@@H]1COC(=O)[C@@H](Cc2ccc(F)cc2)C/C=C\C[C@@H](CC(=O)N[C@H](CO)Cc2ccccc2)C(=O)N1 | 8 | -8 | -0.1 | 2 | 3 | -2 | -1 | 1 | i | 0.5
34 | COc1cccc(C(=O)N2CCN(c3ccc(N4CCOCC4)nn3)CC2)c1 | -6 | 1 | -0.8 | -4 | -3 | -3 | 0 | -6 | + | -0.6
35 | COc1cc(C2C(C(=O)OC(C)C)=C(C)Nc3[nH]c(=O)[nH]c(=O)c32)ccc1O (stereo unspecified) | -9 | 0 | -2.5 | 9 | 4 | 5 | -3 | -4 | i | -1.3
36 | CC1CCCC(C)N1C(=O)c1cc(-c2cccs2)on1 (stereo unspecified) | 12 | -3 | -1.0 | -5 | 1 | -3 | -14 | -6 | i | -0.9
37 | O=C(NCc1nnc(SCC(=O)N2CCCc3ccccc32)o1)c1ccco1 | 3 | -12 | 0.2 | 1 | -1 | 0 | 0 | 3 | i | -0.6
38 | Cc1ccc(NC2=NC3(CCCCC3)N=C(N)N2)c(C)c1 | -5 | -10 | 0.3 | -15 | 3 | -4 | 4 | -6 | i | -0.1
39 | O=C(C1CCC1)N1CCc2cc(S(=O)(=O)NC3CCCC3)ccc21 | 22 | -5 | -1.9 | 0 | 1 | -1 | -7 | 1 | i | -0.3
40 | COc1ccc(OC)c(S(=O)(=O)NC2CC(=O)N(c3ccc(C)c(C)c3)C2)c1 (stereo unspecified) | 8 | -8 | 0.6 | -4 | 1 | -7 | 1 | -2 | i | -0.4
41 | COCCCNC(=O)Cn1cnc2sc(C)c(S(=O)(=O)N3CC(C)CC(C)C3)c2c1=O (stereo unspecified) | -5 | 0 | -1.4 | 7 | 1 | 2 | 0 | -5 | i | 0.4
42 | O=C1NC(=O)C2C3OC(C(Br)C3Br)C12 (stereo unspecified) | 21 | / | -1.5 | 1 | 3 | 0 | -2 | -3 | i | 0.0
43 | Cc1ccc(N2CC(C)Cn3c2nc2c3c(=O)[nH]c(=O)n2C)cc1C (stereo unspecified) | 13 | -6 | 0.4 | 12 | -3 | 3 | -2 | 1 | i | -0.8

Shown in transposed form: part of the list above
22) COc1ccc(CNC(=O)C[C@H]2C[C@H](C(=O)N3CCOCC3)[C@@]3(C)c4[nH]c5ccc(Cl)cc5c4CCN3C2=O)cc1OC
41) COCCCNC(=O)Cn1cnc2sc(C)c(S(=O)(=O)N3CC(C)CC(C)C3)c2c1=O (stereo unspecified)
assay / entry	22	41
SKN-1 block	-2	-5
Scp1 inh	-1	0
LMPTP block	-0.4	-1.4
CendR NRP1 mod	5	7
DNMT1 inh	1	1
SUMO1 PPI mod	2	2
STEP inh	-1	0
NadD inh	-1	-5
Neddylation inh	i	i
Tb MetRS inh	-1.1	0.4

Record cards, as listed above. Screens in order: SKN-1 block	Scp1 inh	LMPTP block	CendR NRP1 mod	DNMT1 inh	SUMO1 PPI mod	STEP inh	NadD inh	Neddylation inh	Tb MetRS inh
C[C@@H]1COC(=O)[C@@H](Cc2ccc(F)cc2)C/C=C\C[C@@H](CC(=O)N[C@H](CO)Cc2ccccc2)C(=O)N1 is entered as 8	-8	-0.1	2	3	-2	-1	1	i	0.5
COc1ccc(C(C)(O)c2nc(-c3cccc(C(=O)O)c3)cs2)cc1 (stereo unspecified) is entered as 4	/	-0.6	1	4	2	-1	-1	i	0.4
CC(=O)c1cnn(-c2c(Cl)cc(Cl)cc2Cl)c1C is entered as 1	-27	-1.6	-3	3	0	1	-9	i	-0.1
Cc1ccc(N2CC(C)Cn3c2nc2c3c(=O)[nH]c(=O)n2C)cc1C (stereo unspecified) is entered as 13	-6	0.4	12	-3	3	-2	1	i	-0.8
CC1CCCC(C)N1C(=O)c1cc(-c2cccs2)on1 (stereo unspecified) is entered as 12	-3	-1.0	-5	1	-3	-14	-6	i	-0.9

Screens: PubChem, several laboratories
